Screening data: PubChem BioAssay, National Center for Advancing Translational Sciences (NCATS)
A549 viability – Nrf2 qHTS screen for inhibitors: counterscreen for cytotoxicity; Potency, µM (top dose mostly 46 µM), for inactives: at the highest dose activity change, negative = cytotoxicity, usual class: inhibitors; 390,000 compounds, 0.16% hits; AID 504648, 2011; A549 ARE-Fluc cells, CellTiter-Fluor viability, 18-24 h; also: potency is read from the fitted curve at half-maximal effect; % is scaled to controls: 0 for no effect and ±100 for the full control effect
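Cytotoxicity counterscreen: CellTiter-Fluor fluorescence was measured in A549 ARE_Fluc cells after 18-24 h of compound exposure in a concentration series. The subsequent BugLite luminescent read reports ARE-luciferase activity.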
Abeta yeast res – qHTS for compounds that reverse cellular toxicity of Amyloid beta (A-beta) peptide in yeast: Primary Screen; yeast expressing A-beta42, growth rescue, OD600, 48 h; response scale: 0% DMSO, 100% iron-clioquinol control; 410,000 compounds, 0.063% hits; Potency, µM (highest dose often 46.1 µM), without a hit: top-dose growth rescue, hits mostly activators; also: potency is read from the fitted curve at half-maximal effect; nearly all actives have a fitted effect of over 55% in size
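Yeast growth medium received pinned compounds, then yeast cells expressing toxic A-beta were added; plates incubated at 30 C for 48 hr. Growth read as absorbance at 600 nm, normalized to DMSO and equimolar FeCl3 plus clioquinol controls.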
Nrf2 inh – Nrf2 qHTS screen for inhibitors; A549 ARE-Fluc reporter, luciferase luminescence, 18-24 h; Potency, µM (titrated, usually from 46 µM), for the others: top-dose activity change, negative = inhibition, usual class: inhibitors; 360,000 compounds, 2.1% hits; AID 504444, 2011; also: potency is read from the fitted curve at half-maximal effect; % is scaled to controls: 0 for no effect and ±100 for the full control effect; nearly all actives have a fitted effect of over 60% in size
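Concentration-response testing used A549 ARE_Fluc cells at 5000 cells/well. Following an 18-24 h compound incubation, viability was read by fluorescence (Ex 405/Em 525) and luciferase output by luminescence.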
pAkt inh – HTS Assay for Inhibitors of Akt Phophorylation: Primary Screen; Neuro2A IGF-stimulated pAkt S473 HTRF, 20 min; hits give low values; activity change, % for hits at 50 µM; 360,000 compounds, 0.32% hits; AID 651550, 2012; in the data active = activity change below about -80%; inconclusive = mostly about -51% to -80%; also: % is scaled to controls: 0 for no effect and ±100 for the full control effect
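Neuro2A cells in DMEM with 0.5% FBS, overnight at 37 deg C, given compound at single 50 µM final, then IGF (6 nM final) for 20 min at 37 deg C. Lysed; phospho-Akt Ser473 by HTRF after 24 h, 665/615 ratio.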
CCT modulator – High-Throughput Screening for Modulators of Cytosolic Chaperonin Activity; purified chaperonin ATPase assay, HTRF ADP detection, 30 min; activity change, % (concentration not given with the values), hits read low; 360,000 compounds, 0.3% hits; in the data active = activity change below about -30%; also: % is scaled to controls: 0 for no effect and ±100 for the full control effect
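Enzyme 40 or 20 nM (batch-dependent) in Tris pH 7.4/KCl/MgCl2/DTT; cpd 76 uM single point; ATP 10 uM; 30 min 37 °C; Transcreener ADP HTRF detection, 30 min RT; ratio 665/615.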
HepG2 tox – qHTS for Inhibitors of TGF-b: Cytotox Counterscreen. 410,000 compounds, 0.76% hits. Potency, µM (titrated, usually from 46.1 µM), for inactives: top-dose activity change, negative = cytotoxicity, hits mostly cytotoxic. HepG2 CAGA-GFP viability, ATP luminescence, 18 h. AID 588856, 2011; also: potency is read from the fitted curve at half-maximal effect; some results filed as inactive show a strong effect at the top dose
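CellTiter-Glo luminescence gave cytotoxicity after 18 hours at 37 degrees C. The cells were HepG2 CAGA-GFP in 1% FBS DMEM, stimulated with 500 pg/mL TGF-beta after compound addition. %Activity was normalised to no-cell wells (complete cell-killing) and DMSO (no toxicity), and curves were fitted and classified.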
TGFb inhibitor – qHTS for Inhibitors of TGF-b | 410,000 compounds, 1.2% hits | Potency, µM (series often up to 46.1 µM), for inactives: top-dose activity, negative = inhibition, hits mostly inhibitors | HepG2 CAGA-GFP TGF-b/SMAD3 reporter, GFP fluorescence, 18 h; TGF-beta stimulated, 500 pg/mL final; also: potency is read from the fitted curve at half-maximal effect; % is scaled to controls: 0 for no effect and ±100 for the full control effect; nearly all actives have a fitted effect of over 65% in size
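Smad-responsive CAGA-GFP expression was quantified in HEPG2 cells exposed to compounds and 500 pg/mL final TGF-beta for 18 h at 37 degrees C; unstimulated wells defined full inhibition.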
Mm-Cpn inhibitor – Inhibitors of TCP-1 ring complex (TRiC) of Methanococcus maripaludis (MmCpn): qHTS. Potency, µM (highest dose often 76.9 µM), for the others: at the highest dose activity, negative = inhibition, usual class: inhibitors. purified Mm-Cpn ATPase, ADP Transcreener TR-FRET. Chaperonin Mm-Cpn (Methanococcus maripaludis). 330,000 compounds, 0.031% hits; also: potency is read from the fitted curve at half-maximal effect; % is scaled to controls: 0 for no effect and ±100 for the full control effect; nearly all actives have a fitted effect of over 80% in size
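ATPase read-out: TR-FRET ADP immunoassay (anti-ADP Eu cryptate vs ADP-d2), ex 320 nm, em 590/665 nm; signal drops as ADP forms. Enzyme 25 nM, ATP 10 uM, 30 min at 37°C after 10 min compound preincubation.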
Nrf2 activator – qHTS of Nrf2 Activators | AREc32 ARE-luciferase reporter (MCF7-derived line), luminescence, 24 h | Potency, µM (highest dose often 46.1 µM), without a hit: at the top dose activation, most hits filed as activators | 410,000 compounds, 0.31% hits | AID 624171, 2012; also: potency is read from the fitted curve at half-maximal effect; % of control where 0% means no effect; nearly all actives have a fitted effect of over 65% in size
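Each well held 1000 AREc32 cells, which were incubated with compound for 24 hr at 37 deg C after overnight attachment, and ARE reporter activity was quantified by firefly luciferase luminescence.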
Starred values were filed as active, the others as inactive; i = inactive; ? = inconclusive; nt = not tested or not shown; [ ] = remark or other dose. Unless noted, calls follow the shape of the dose curve; as a rule, active = well fitted curve in the direction sought with a large enough effect; inconclusive = small, poorly fitted or top-dose-only effect, or another doubt; inactive = no such curve, though single readings can be large; an effect the other way counts as inactive or inconclusive.

The line under a structure holds: A549 viability	Abeta yeast res	Nrf2 inh	pAkt inh	CCT modulator	HepG2 tox	TGFb inhibitor	Mm-Cpn inhibitor	Nrf2 activator
1: NC(=O)c1nsc(C(=O)N(CCCN2CCOCC2)C(C(=O)NC2CCCCC2)c2ccc(Cl)cc2)c1N (stereo not drawn)
 : -10%	3%	6%	i	-0.1	12%	16%	1%	-0.4%
2: O=C(CCN1C(=O)c2ccccc2S1(=O)=O)Nc1ccc2c(c1)OCCO2
 : 2%	0%	7%	i	-2.1	-8%	1%	3%	0.0%
3: COc1cccc(C(C)(O)c2nc(-c3ccc(C)c(C)c3)cs2)c1 (stereo not drawn)
 : nt	25%	nt	i	-1.5	-31%	?	nt	0.1%
4: O=C(CCC(=O)N1CCN(c2cccc(Cl)c2)CC1)N1CCN(c2ccccc2)CC1
 : 0%	14%	?	i	-1.4	-27%	?	1%	5.0%
5: C/C(=N\NC(=S)NC1CCCCC1)c1cccc(Br)c1
 : 15%	-3%	2%	i	-0.3	-3%	3%	-5%	-0.5%
6: CCN(c1ccccc1)S(=O)(=O)c1ccc(C(=O)N2CCN(c3ccccc3)CC2)cc1
 : -5%	0%	-10%	i	1.5	-16%	?	2%	2.2%
7: Cc1ccc(Cc2c(-c3ccccc3)nc3ccc(Cl)cn23)cc1
 : nt	-4%	nt	i	-1.3	-4%	?	nt	3.3%
8: Cc1ccc(C(=O)Oc2cc(C)n(C)c(=O)c2)cc1
 : -7%	-40%[inhibitor]	?	i	-2.5	14%	13%	-1%	-3.0%
9: NC(=O)N1CC(O)CC1C(=O)Nc1ccc(Cl)c(Cl)c1 (stereo not drawn)
 : 0%	19%	-4%	i	-1.7	3%	0%	-1%	0.4%
10: OC1C2CCC(C2)C1CN1CCOCC1 (stereo not drawn)
 : -2%	5%	0%	i	-2.8	-5%	-7%	nt	-0.3%
11: COC(=O)c1cc(OC)c(OC)cc1NC(=O)Cc1ccccc1[N+](=O)[O-]
 : -1%	-16%	27%	i	2.0	-7%	?	1%	3.8%
12: C/C(=N\Nc1nc(C)cc(=O)[nH]1)C1CC1
 : ?	7%	3%	i	-0.5	6%	10%	1%	-0.1%
13: COc1ccc(-c2c(-c3cc(OC)cc(OC)c3)n(C)c3ccc(-c4cnc(N)nc4)cc23)cc1
 : -5%	5%	?	i	-0.4	-2%	-5%	-1%	0.1%
14: COc1ccccc1CN1C[C@@H]2C[C@@H](c3ccccc3OC)N3CCC[C@@]23C1=O
 : 0%	11%	1%	i	-1.4	-27%	3%	?	0.2%
15: CCCCS(=O)(=O)N1CCCC(C(=O)Oc2ccccc2)C1 (stereo not drawn)
 : 4%	1%	-2%	i	-1.2	6%	-1%	?	0.3%
16: CN(C)/C=N/c1sc2c(c1C#N)CCCCC2
 : 15%	-13%	26%	i	-1.0	-21%	-3%	1%	1.7%[9.22 µM]
17: O=C(NC1CC1)c1ccccc1NC(=O)c1ccccc1OC(F)F
 : nt	8%	nt	i	0.3	-17%	3%	nt	-0.9%
18: O=C(C1CC1)N1CCN(c2ccc([N+](=O)[O-])cc2-n2cccc2)CC1
 : -15%	-1%	-32%	i	0.4	-12%	?	3%	-0.3%
19: CC(C)C(c1nnnn1CC1CCCO1)N1CCN(C2CCCC2)CC1 (stereo not drawn)
 : 13%	-7%	?	i	-2.4	-3%	-5%	-6%	-1.1%
20: c1ccc(CCc2nc(-c3ccccc3)no2)cc1
 : 12%	-3%	28%	i	0.3	-16%	4%	2%	7.1%
21: CCSc1nncn1/N=C/c1ccc(OC)c(OC)c1
 : -8%	10%	nt	i	-2.5	11%	8%	0%	8.8%
22: CC(Cc1ccccc1)C(=O)NCc1ccccn1 (stereo not drawn)
 : 1%	0%	13%	i	-1.2	-20%	-28%	0%	-0.6%
23: CN(C)CCNCc1ccccc1OC1CCCC1
 : -3%	6%	15%	i	-3.2	-2%	-13%	1%	-0.9%
24: CC(=O)Cc1nsc(NC(=O)c2ccc(-c3ccccc3Cl)o2)n1
 : -8%	-27%	22%	i	-1.0	-32%	-10%	-2%	0.0%
25: CC(C)C[C@H]1CN([C@@H](Cc2ccc(O)cc2)CN2CCC[C@H]2CN2C(=O)C(=O)NC[C@@H]2Cc2ccccc2)C(=O)C(=O)N1CC1CCCCCC1
 : nt	-13%	nt	i	-2.6	nt	nt	nt	-2.6%
26: COc1cccc(OC)c1C(=O)Nc1cccc(C(C)=O)c1
 : -7%	9%	20%	i	-0.8	-11%	-2%	1%	0.2%
27: CCN(CC)C(=O)C(=O)N/N=C/c1cccc(Br)c1
 : 0%	5%	-5%	i	-1.1	-3%	3%	2%	-0.2%
28: Cc1cccc(NC(=O)CCC(=O)Nc2nnc(C(F)(F)F)s2)c1
 : 3%	-7%	-6%	i	-1.4	-16%	3%	-4%	-0.1%
29: CC12CCC(C(=O)N3CCN(C(c4ccccc4)c4ccccc4)CC3)(OC1=O)C2(C)C (stereo not drawn)
 : -19%	-39%[inhibitor]	23µM*	i	-2.2	-17%	1%	0%	-0.9%
30: Cc1ccc(-c2cc(NC=O)c3ncc(-c4cccc(C(=O)N(C)C)c4)n3c2)cc1
 : nt	-20%	nt	nt	1.6	-5%	2%	nt	19%

Compounds above containing bromine, in the order listed:
The line under a structure holds: A549 viability	Abeta yeast res	Nrf2 inh	pAkt inh	CCT modulator	HepG2 tox	TGFb inhibitor	Mm-Cpn inhibitor	Nrf2 activator
5: C/C(=N\NC(=S)NC1CCCCC1)c1cccc(Br)c1
 : 15%	-3%	2%	i	-0.3	-3%	3%	-5%	-0.5%
27: CCN(CC)C(=O)C(=O)N/N=C/c1cccc(Br)c1
 : 0%	5%	-5%	i	-1.1	-3%	3%	2%	-0.2%

Next entries follow.
31. COc1ccc(C(=O)Nc2cccc(C(=O)O)c2)cc1S(=O)(=O)N1CCCC1
32. CCCCNC(=S)N1CCN(c2nc3ccccc3s2)CC1
33. CC(=O)c1c(C)[nH]c(C(=O)Nc2ccc(F)cc2F)c1C
34. CSc1nsc(SC)c1C(=O)Nc1ccc(C)cc1
35. CCCCOc1cccc(C(=O)N(Cc2ccc(C)o2)c2ccccn2)c1

Assay by compound	31	32	33	34	35
A549 viability	13%	7%	0%	20%	-23%
Abeta yeast res	-11%	7%	0%	-3%	-8%
Nrf2 inh	4%	?	-3%	9%	15µM*
pAkt inh	i	i	i	i	nt
CCT modulator	-8.1	-0.5	1.0	3.2	nt
HepG2 tox	-3%	-24%	-16%	-33%	-25%
TGFb inhibitor	2%	-9%	-6%	4%	?
Mm-Cpn inhibitor	-14%	2%	1%	-8%	nt
Nrf2 activator	-1.2%	-0.2%	9.2%	?	1.0%

Part of the list above in order of formula weight, smallest number first.
21. CCSc1nncn1/N=C/c1ccc(OC)c(OC)c1
3. COc1cccc(C(C)(O)c2nc(-c3ccc(C)c(C)c3)cs2)c1 (stereo not drawn)
2. O=C(CCN1C(=O)c2ccccc2S1(=O)=O)Nc1ccc2c(c1)OCCO2

Assay by compound	21	3	2
A549 viability	-8%	nt	2%
Abeta yeast res	10%	25%	0%
Nrf2 inh	nt	nt	7%
pAkt inh	i	i	i
CCT modulator	-2.5	-1.5	-2.1
HepG2 tox	11%	-31%	-8%
TGFb inhibitor	8%	?	1%
Mm-Cpn inhibitor	0%	nt	3%
Nrf2 activator	8.8%	0.1%	0.0%

Next section.
36. CCCCCn1c(Sc2ncccn2)nc2c1c(=O)[nH]c(=O)n2C
37. Cc1nc(SCC#N)c2c(C)c(C)sc2n1
38. COc1cnn(C(C)(C)C)c(=O)c1Cl
39. COc1ccc(N2CCN(C(CNC(=O)C(C)(C)C)c3cccnc3)CC2)cc1 (stereo not drawn)
40. COC(=O)/C=C/C(=O)Nc1cccc(C(F)(F)F)c1
41. CCOC(=O)CNC(=S)n1ncnc1N

Assay by compound	36	37	38	39	40	41
A549 viability	3%	-2%	-2%	-6%	-13%	-6%
Abeta yeast res	6%[9.22 µM]	13%	1%	-5%	-19%	-4%
Nrf2 inh	nt	?	nt	2%	?	?
pAkt inh	i	i	i	i	i	i
CCT modulator	2.9	-0.7	-6.3	0.7	-1.8	-1.7
HepG2 tox	-3%	-26%	-1%	-3%	-47%	-3%
TGFb inhibitor	-25%	0%	-7%	9%	0%	-3%
Mm-Cpn inhibitor	-11%	0%	1%	2%	2%	2%
Nrf2 activator	0.6%	2.9%	0.1%	0.4%	27%	3.0%
